PMI inhibition – human PMI inhibitors, high substrate, primary screen, biochemical, fluorescence intensity, high mannose 6-phosphate (AID 1220); recombinant PMI enzyme, coupled fluorescence intensity; higher % means a stronger effect; one-dose inhibition, % at 20 µM; IC50 in µM for titrated hits; actives 0.66% (n = 190,000)
M17LAP inhibition – P. falciparum M17LAP inhibitors, primary screen, biochemical, fluorogenic H-Leu-NHMec substrate, 1536-well (AID 1619); recombinant M17LAP, H-Leu-NHMec fluorogenic kinetic assay; higher % means a stronger effect; one-dose inhibition, % at 30 µM; IC50 in µM for titrated hits; actives 0.38% (n = 220,000);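 active = compound inhibiting the enzyme by more than half at any dose during confirmatory dose-response retesting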;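 also: plate controls were full reaction with DMSO carrier for no effect and no enzyme background for full effect; strong numbers were not always called active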
LYP phosphatase – PTPN22 lymphoid phosphatase activity blockers – biochemical, fluorescence intensity, uHTS (AID 1779); inhibition, % at 11.5 µM; hits with a dose series show IC50 in µM; recombinant LYP phosphatase, fluorescence intensity; higher % means a stronger effect; actives 0.054% (n = 290,000);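 also: plate controls were vehicle with enzyme for no effect and no enzyme for full effect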
TNAP activators – stimulation of alkaline phosphatase TNAP activity – biochemical, luminescent, no phosphate acceptor, uHTS, primary screen (AID 1001); actives 0.03% (n = 200,000); one-dose activation fold at 20 µM; EC50 in µM for titrated hits; purified TNAP, luminescent activation assay, no phosphate acceptor; higher activation fold means a stronger effect; in the data active = activation fold from about 3, or a potency from the dose series; inactive = the rest, 99 in 100 with activation fold below about 1.6; also: many of its hits are not listed in these tables
WT yeast gro inh – growth inhibition of WT yeast, mitochondrial fusion screen. mitochondrial fusion phenotypic screen, WT strain. inhibition, % at 10 µM. actives 2.1% (n = 190,000). AID 1362; in the data active = inhibition above about 58%; tested in S. cerevisiae
XIAP antagonists – small molecules displacing peptide from XIAP – biochemical, IAP family, fluorescence polarization (AID 1018) | XIAP BIR domain, fluorescence polarization peptide displacement; higher % means a stronger effect | displacement, % at 20 µM, or IC50 in µM where a hit was titrated | actives 0.007% (n = 200,000); in the data active = displacement above about 50%; also: a part of the inactive calls stands beside numbers as strong as those of hits
P. falciparum M1AAP – malaria alanyl aminopeptidase activity blockers – biochemical, fluorogenic H-Leu-NHMec substrate, 1536-well (AID 1445) | recombinant M1AAP, H-Leu-NHMec fluorogenic kinetic assay; higher % means a stronger effect | one-dose inhibition, % at 30 µM; IC50 in µM for titrated hits | actives 0.42% (n = 220,000);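 active = primary inhibition above the hit cutoff, then over 50% inhibition at one or more dose response concentrations, cut at about 23% in these data, passing the limit was not always enough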;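 also: plate controls were DMSO full reaction for no effect and no enzyme background for full effect; strong numbers were not always called active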
Yfh1-off respiration – mitochondrial function rescue without frataxin homolog – Friedreich's ataxia, plus single-dose screen, dose response (AID 1465); S. cerevisiae Yfh1-off respiration, WST-1 reduction, 72 h; higher fold induction means a stronger effect; fold induction at 50 µM; hits with a dose series show EC50 in µM; actives 0.074% (n = 220,000);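 active = fold induction of absorbance versus untreated yeast above a set limit, then at least 30% activation at any dose in follow-up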;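 also: activators that raise dye reduction in frataxin-depleted yeast; strong numbers were not always called active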
human PMI inhibition – MPI enzyme activity inhibition – biochemical, fluorescence intensity, coupled assay, primary screen (AID 1209); purified PMI enzyme, coupled fluorescence intensity; higher % means a stronger effect; actives 0.42% (n = 190,000); inhibition, % at 20 µM, or IC50 in µM where a hit was titrated;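 also: plate controls were DMSO vehicle for no effect and wells lacking substrate for full effect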
WT yeast gro inh mutant strain – recorded beside WT yeast gro inh, whose call it bears; inhibition, %; mitochondrial fusion phenotypic screen, mutant strain inhibition
Active calls of the source: *; i = inactive; . = no result given. Rule as the data show it, unless noted: active = inhibition above about 50%; inactive = the rest.

SMILES	PMI inhibition	M17LAP inhibition	LYP phosphatase	TNAP activators	WT yeast gro inh	WT yeast gro inh mutant strain	XIAP antagonists	P. falciparum M1AAP	Yfh1-off respiration	human PMI inhibition
CS(=O)(=O)N1CCN(c2ccc(C(=O)NC3C4CC5CC(C4)CC3C5)cc2[N+](=O)[O-])CC1 (stereo not given)	9.0%	-3.4%	3.6%	0.9	22.6	-3.5	-6.1%	-0.2%	i	7.4%
CCCN(CCC)C(=O)Nc1cc(Cl)ccc1OC	.	15.1%	-2.3%	.	.	.	.	12.4%	i	.
Cc1ccccc1Nc1cc(=O)oc2ccccc12	-2.8%	4.9%	-1.1%	1.1	3.1	15.4	-7.1%	4.4%	i	-3.4%
Clc1ccc(CON/C=N/c2ncnc3sccc23)cc1	0.5%	6.2%	3.1%	1.1	4.1	8.9	-3.2%	-2.6%	i	6.4%
O=S(=O)(Nc1nc2ccccc2nc1NCc1ccco1)c1ccc(F)cc1	.	10.2%	-6.9%	.	.	.	.	20.9%	i	.
COc1ccc(CNC(=O)CN(Cc2ccc(F)cc2)C(=O)c2csnn2)cc1	1.5%	-2.1%	-5.3%	1.1	-9.6	4.4	1.0%	-1.8%	i	3.2%
Cc1c(N=C2NN=C(c3c[nH]c4ccccc34)CS2)c(=O)n(-c2ccccc2)n1C	.	22.9%	-7.1%	.	.	.	.	10.0%	i	.
CNCc1c(OCc2ccc(F)cc2)ccc2ccccc12	2.4%	3.0%	-3.1%	1	9.8	10.2	-4.6%	1.5%	i	4.0%
COc1c(C)cc(C(=O)C2CCCN(C(=O)c3cc(C)nc(C)n3)C2)cc1C (stereo not given)	.	12.4%	-5.4%	1.1	-7.3	-8.4	9.7%	0.2%	i	.
Cc1cc(F)ccc1NCc1cc2c(cc1[N+](=O)[O-])OCO2	37.6%	17.8%	-0.9%	1	4.5	4.3	1.3%	4.2%	i	33.8%
CCCC(=O)NNC(=O)Nc1ccccc1	0.9%	4.5%	-2.2%	1.1	16.2	19.1	-3.4%	-5.5%	i	5.1%
CC1CCCCC1NC(=O)CSc1nncn1N (stereo not given)	7.3%	-0.5%	-5.1%	1.1	8.6	-2.4	-5.2%	-1.0%	i	5.5%
O=C(CN1C2CCCC1CC(NC(=O)c1ccco1)C2)Nc1ccccc1C(F)(F)F (stereo not given)	12.7%	0.8%	-5.8%	1.1	0.2	-3.8	-4.2%	0.2%	i	7.6%
CCOc1nc(N2CCOCC2)nc(N2CCOCC2)n1	-4.0%	-1.2%	-7.2%	1.1	-4.5	1.4	-0.7%	0.8%	i	-3.3%
COc1ccc(C(=O)NC(=S)Nc2ccc(CN3CCOCC3)cc2)cc1	.	9.2%	-4.9%	.	.	.	.	7.9%	i	.
c1ccc(-c2c3ccccc3nc3[nH]c4ccccc4c23)cc1	14.4%	-7.8%	-2.1%	1.1	32.0	4.3	-9.0%	8.1%	i	15.0%
CCOC(=O)c1sc(=S)n(-c2ccccc2)c1C	.	1.1%	-0.5%	.	.	.	.	4.2%	i	.
CCN(CC)c1ccc(NC(=O)Nc2ccc(C(C)=O)cc2)cc1	18.5%	-5.5%	-5.5%	1.1	-5.5	-16.8	-2.7%	8.9%	i	16.1%
CCn1ccnc1CNC(=O)c1cc(COc2ccc(F)cc2F)on1	-7.4%	4.1%	-8.6%	1.1	13.8	15.2	-8.3%	0.3%	i	0.1%
Cc1ccc(NC(=S)N2CCCN(Cc3ccc(F)cc3)C2)c(C)c1	-3.7%	-8.4%	-3.6%	1	2.2	-5.1	-5.8%	14.4%	i	-7.6%

Retrieved one by one from above, three records:
SMILES	PMI inhibition	M17LAP inhibition	LYP phosphatase	TNAP activators	WT yeast gro inh	WT yeast gro inh mutant strain	XIAP antagonists	P. falciparum M1AAP	Yfh1-off respiration	human PMI inhibition
c1ccc(-c2c3ccccc3nc3[nH]c4ccccc4c23)cc1	14.4%	-7.8%	-2.1%	1.1	32.0	4.3	-9.0%	8.1%	i	15.0%
Cc1ccc(NC(=S)N2CCCN(Cc3ccc(F)cc3)C2)c(C)c1	-3.7%	-8.4%	-3.6%	1	2.2	-5.1	-5.8%	14.4%	i	-7.6%
CCOC(=O)c1sc(=S)n(-c2ccccc2)c1C	.	1.1%	-0.5%	.	.	.	.	4.2%	i	.

Next section.
SMILES	PMI inhibition	M17LAP inhibition	LYP phosphatase	TNAP activators	WT yeast gro inh	WT yeast gro inh mutant strain	XIAP antagonists	P. falciparum M1AAP	Yfh1-off respiration	human PMI inhibition
Cc1cc2nc(-c3ccc(SCC(=O)NC(C)C)nc3)[nH]c2cc1C	16.2%	-10.7%	-8.9%	1	14.6	19.7	-2.4%	7.6%	i	10.2%
CCNC(=S)N1CCc2cc(OC)c(OC)cc2C1COc1ccc(OC)cc1 (stereo not given)	-1.9%	-1.0%	-1.4%	1.2	-5.1	-1.9	-5.0%	0.6%	i	1.8%
CCOc1ccc(NC(=O)CNC(=O)c2ccc(OC)c(OC)c2)cc1	2.5%	8.9%	-2.4%	1.1	-12.7	8.1	-3.7%	3.0%	i	13.4%
CCCn1c(SCCc2ccccc2)nc2c1c(=O)[nH]c(=O)n2C	-0.6%	-1.1%	-13.0%	1.1	2.2	6.2	1.5%	2.0%	i	-3.3%
OC(CNC1CCCCC1)CN1CCN(CC(O)CNC2CCCCC2)CC1 (stereo not given)	-5.4%	.	-11.1%	1.1	.	.	-4.1%	.	.	1.6%
NS(=O)(=O)c1ccc(NNC(=O)c2ccccc2C(=O)O)cc1	.	-4.5%	-4.8%	.	.	.	.	3.7%	i	.
O=[N+]([O-])c1cn(Cc2ccccc2)cn1	-11.4%	7.6%	-7.8%	1.1	-12.5	-16.6	18.6%	1.1%	i	-3.7%
NNC(=O)c1cc2ccccc2[nH]1	-3.9%	21.6%	-2.8%	1.1	-15.2	-17.1	-4.1%	9.8%	i	-5.3%
Cc1cc(=O)[nH]c(SCC(=O)N2c3ccccc3CC2C)n1 (stereo not given)	6.5%	1.1%	-7.8%	1	8.4	11.6	-4.7%	-6.1%	i	-1.5%
COc1ccc(/C=N/NC(=O)c2ccc(CSc3nc(C)cc(C)n3)cc2)c(OC)c1OC	2.9%	19.4%	6.2%	1	-11.9	-16.4	-4.6%	1.1%	i	3.0%
O=C(COC(=O)CNC(=O)c1ccco1)Nc1ccc(Cl)cn1	-12.0%	-0.3%	-9.3%	1.1	3.1	-0.9	-5.6%	-2.4%	i	-7.3%
COc1cc(C(=O)Nc2oc(-c3ccccc3)c(-c3ccccc3)c2C#N)cc(OC)c1OC	16.6%	6.3%	-1.7%	1	6.4	-4.8	-6.1%	3.7%	i	14.7%
Cn1c(Cn2c(=O)sc3ccccc32)nnc1SCC(=O)NC1CCCC1	4.3%	6.6%	-3.6%	1.1	14.4	4.9	-1.8%	-1.2%	i	6.4%
O=C(CN1CCN(c2ccc(F)cc2)CC1)Nc1cccnc1Cl	-4.4%	0.7%	0.8%	1	-3.4	8.6	-3.9%	5.0%	i	-12.2%
COc1ccc(C(=O)Nc2nc(-c3ccccc3)c(C(C)=O)s2)c(OC)c1	0.1%	0.6%	-3.0%	1	-12.4	-16.3	-0.8%	1.9%	i	6.8%
Cc1[nH][nH]c(=O)c1C(c1ccc([N+](=O)[O-])cc1)c1c(C)[nH][nH]c1=O	.	1.2%	-16.4%	.	.	.	.	-16.2%	i	.
CC1CCc2c(sc3ncnc(SCC(=O)N4CCN(C(=O)c5ccco5)CC4)c23)C1 (stereo not given)	-3.3%	.	9.8%	1	.	.	-6.5%	.	.	0.8%
O=C(NCc1cccs1)C1CCN(S(=O)(=O)c2cccs2)CC1	-1.0%	-11.2%	-1.2%	1.1	-14.3	4.2	-4.4%	51.9µM*	i	-6.7%
CCC(C)C(NC(N)=O)C(=O)Nc1ccc(OCc2ccccc2)cc1 (stereo not given)	.	1.7%	-5.3%	.	.	.	.	-0.2%	i	.
CC(=O)Nc1ccccc1O	0.9%	3.9%	-1.3%	1.1	-6.5	-14.3	-26.2%	2.0%	i	-8.5%

3 entries from above, ordered by the number in LYP phosphatase, highest first:
| SMILES | LYP phosphatase |
| --- | --- |
| CCC(C)C(NC(N)=O)C(=O)Nc1ccc(OCc2ccccc2)cc1 (stereo not given) | -5.3% |
| Cc1c(N=C2NN=C(c3c[nH]c4ccccc34)CS2)c(=O)n(-c2ccccc2)n1C | -7.1% |
| CCn1ccnc1CNC(=O)c1cc(COc2ccc(F)cc2F)on1 | -8.6% |

Further compounds follow:
SMILES	PMI inhibition	M17LAP inhibition	LYP phosphatase	TNAP activators	WT yeast gro inh	WT yeast gro inh mutant strain	XIAP antagonists	P. falciparum M1AAP	Yfh1-off respiration	human PMI inhibition
CN(Cc1cnn(C)c1)C(=O)c1cc(COc2c(F)cccc2F)on1	1.1%	4.3%	-8.6%	1.1	1.7	0.0	-3.6%	1.1%	i	4.9%
Cc1ccc(CN2CCN(Cc3ccc(OC(C)C)cc3)CC2CCO)o1 (stereo not given)	15.2%	-14.8%	-8.8%	1	-0.4	-4.2	-5.0%	5.5%	i	12.8%
COc1cc2cc(C(=O)O)n(C)c2c(OC)c1OC	6.9%	-14.2%	-17.4%	1.1	-7.5	6.3	-2.9%	4.4%	i	4.6%
O=C(O)CC1S/C(=N/N=C/c2ccc([N+](=O)[O-])cc2)N(c2ccc(O)cc2)C1=O (stereo not given)	2.8%	16.3%	1.1%	1.1	-8.8	-1.0	-8.2%	6.7%	i	2.9%
O=C(/C=C/c1ccc(S(=O)(=O)N2CCOCC2)cc1)OCC(=O)c1ccc([N+](=O)[O-])cc1	.	-2.0%	0.6%	.	.	.	.	5.4%	i	.
CCCN1C(=O)c2cccc3c(N4CCCCC4)ccc(c23)C1=O	6.1%	11.1%	-3.8%	1.1	-2.8	18.2	-3.3%	-1.0%	i	14.6%
O=c1[nH]nc(SCc2ccccc2)n1C1CC2C=CC1C2 (stereo not given)	.	-4.8%	-4.8%	.	.	.	.	2.4%	i	.
CCCc1ncc(C(O)c2ccc(OC)cc2)n1C (stereo not given)	-5.6%	-6.4%	-3.2%	1.1	-11.3	-8.1	-2.4%	7.5%	i	-6.5%
COc1ccccc1-n1c(SCC(=O)Nc2ccc(Br)cc2)nc(O)cc1=O	.	2.8%	4.8%	.	.	.	.	11.4%	i	.
CC(C)(CCl)C(=O)Nc1ccc(C(F)(F)F)cc1	-9.3%	0.0%	-2.9%	1.1	-2.2	1.3	-4.1%	-6.9%	i	-10.2%
Cc1cccc(NC(=S)N2CCCCC2)c1	-5.5%	-0.3%	-2.3%	1	-2.9	6.0	-12.5%	-3.2%	i	0.4%
CCNC(=O)c1ccc(OCC(=O)Nc2ccc(F)cc2)c(OC)c1	-14.1%	-0.2%	-4.8%	1.1	3.7	16.8	-0.8%	2.0%	i	-23.4%
Cc1ccc(C(=O)NCCn2cc(SCC(=O)Nc3cc(C)on3)c3ccccc32)cc1	16.8%	4.3%	-6.6%	1.1	7.2	4.8	2.4%	0.3%	i	10.8%
CCOCC(=O)Nc1ncc(S(=O)(=O)c2ccc([N+](=O)[O-])cc2)s1	-30.6%	-2.1%	-5.3%	1.1	11.4	14.3	-1.0%	0.8%	i	-27.0%
O=C(CSCc1c(F)cccc1Cl)Nc1ccccc1C(=O)N1CCOCC1	-3.3%	4.5%	-4.8%	1.1	1.7	-6.0	-4.1%	3.2%	i	0.1%
O=S1(=O)CCN2N=C(C34CC5CC(CC(C5)C3)C4)SC2=N1	8.2%	12.9%	-4.6%	1.2	-2.6	-20.6	-2.9%	4.5%	i	1.9%

Screening results deposited in PubChem BioAssay by several laboratories.
